Assay outcomes: PubChem, Sanford-Burnham Center for Chemical Genomics
H9c2 TAG inh: inhibitors of triacylglycerol accumulation, primary screen, cell-based, uHTS, fluorescence, H9c2; inhibition, % at 12.5 µM; 230,000 compounds, 0.66% hits; H9c2 cells, Nile Red lipid (TAG) fluorescence; cells loaded with 200 µM oleic acid;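 active means pattern-corrected inhibition of lipid staining of at least 50% with the nuclear-stain viability signal not falling by more than 50%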;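 further: 0% = DMSO wells and 100% = triacsin C control wells; some results filed as inactive read as strong as hits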
H9c2 TAG inh DAPI viability: further read-out of H9c2 TAG inh, marked with its call; DAPI nuclei signal change (viability), lower = more cytotoxic, %;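 whole-well DAPI fluorescence read on a plate reader as a viability signal; minus 50 percent equals half of cells still viable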
The depositor's hits bear a star. This is a subset; rates above refer to the full screens.

Compound | H9c2 TAG inh | H9c2 TAG inh DAPI viability
CCC(Oc1ccc2c(c1)C(=O)CC(C)(C)O2)C(=O)NCCN1CCCCCC1 (stereo not given) | 7 | 99
COc1ccc(COC(=O)Nc2c(SC)nsc2SC)cc1 | -10 | 2
Cc1ccc(O)c(NC(=O)CSc2n[nH]c(-c3ccccc3)n2)c1 | -4 | -1
CCCc1nnc(NC(=O)C(C)N2C(=O)C3C4C=CC(C4)C3C2=O)s1 (stereo not given) | 16 | -4
Cc1cc(C(F)(F)F)n2nc(C(=O)O)c(Cl)c2n1 | 18 | -9
CSCCC(NS(=O)(=O)c1ccc2c(c1)OCCO2)C(=O)N(C)Cc1ccc(C)cc1 (stereo not given) | -1 | -6
CCOc1ccc(C(=O)Nc2cc(Cl)ccc2-n2cncn2)cc1OC | 22 | -7
COc1cc(NC(=O)CN(c2cc(C)cc(C)c2)S(=O)(=O)c2c(C)noc2C)cc(OC)c1 | 8 | -3
COc1ccc(NC(=O)C2CCN(C(=O)NC3CCCCC3)CC2)c(OC)c1 | -11 | -5
COC(=O)C1CCN(C(=O)c2cc(=O)[nH]c3ccccc23)CC1 | 8 | -3
CCOC(=O)CN1CC23C=CC(O2)C(C(=O)Nc2ccc(C(C)=O)cc2)C3C1=O (stereo not given) | -14 | 15
COc1cc(C(=O)N2CCc3ccccc32)ccc1OCc1c(C)noc1C | 6 | -5

Gathered by group: the entries above containing four or more nitrogen atoms (3)
Compound | H9c2 TAG inh | H9c2 TAG inh DAPI viability
Cc1ccc(O)c(NC(=O)CSc2n[nH]c(-c3ccccc3)n2)c1 | -4 | -1
CCCc1nnc(NC(=O)C(C)N2C(=O)C3C4C=CC(C4)C3C2=O)s1 (stereo not given) | 16 | -4
CCOc1ccc(C(=O)Nc2cc(Cl)ccc2-n2cncn2)cc1OC | 22 | -7

Going on with the list.
Compound | H9c2 TAG inh | H9c2 TAG inh DAPI viability
Cc1cccc(/C(N)=N/OC(=O)Cc2ccccc2)c1 | -3 | -8
O=C(COC(=O)c1ccccc1)Nc1cc(Cl)ccc1Oc1ccccc1 | -5 | -3
CCN1CCN(Cc2c(O)ccc3c2O/C(=C\c2ccc(C)cc2)C3=O)CC1 | 8 | 47
CC(Sc1nnnn1-c1ccc(O)cc1)C(=O)NC1CCCCC1C (stereo not given) | -12 | 7
CCOC(=O)CSc1nc(C)cc(C)c1C(N)=O | 1 | 0
COc1ccc(CC(=O)N(C)CC(=O)Nc2ccccc2Cl)cc1S(=O)(=O)N1CCOCC1 | 5 | -5
NC12NC(=O)C3(O)C4C5CC(C6C5C3C61)C42 (stereo not given) | -3 | 6
COc1cc(/C=N/N(C)S(=O)(=O)c2ccc(C)cc2)cc([N+](=O)[O-])c1O | -8 | 6
COc1ccc(CCNC(=O)CS(=O)(=O)c2cn(CC(=O)N(C(C)C)C(C)C)c3ccccc23)cc1OC | 13 | 2
CC(=O)N1C[C@H]2CON(C)[C@H]2C[C@H]1c1ccc(-c2cccnc2)cc1 | -1 | 6
COc1ccc(NC(=O)CN(C)C(=O)CCCc2c[nH]c3ccccc23)cc1 | -18 | 3
COC(=O)C(C)NC(=O)C12CC3CC(CC(C3)C1)C2 (stereo not given) | -16 | 2

(more compounds)
Compound | H9c2 TAG inh | H9c2 TAG inh DAPI viability
CCOc1ccc(N2C(=O)S/C(=C\c3ccc(O)c(OCC)c3)C2=O)cc1 | -4 | -1
CC(C)=CCc1c2c(c3occ(-c4ccc(O)c(O)c4)c(=O)c3c1O)C=CC(C)(C)O2 | 102 | -55
COCCCNC(=O)COc1ccc(S(=O)(=O)Nc2ccccc2)cc1 | -6 | 7
COc1cccc(C(=O)Nc2ccc(NC(=O)c3ccco3)c(Cl)c2)c1 | 8 | -15
O=S(=O)(Nc1ccccc1)c1ccc(S(=O)(=O)N2CCCC2)cc1 | 3 | -1
O=C(C1=C[C@@H](c2coc3ccccc3c2=O)C[C@@H](OCCCCO)O1)N1CCN(Cc2ccc3c(c2)OCO3)CC1 | -1 | 8
CC1=NN(C(=O)c2ccccc2F)C(O)(c2ccc(Cl)cc2)C1 (stereo not given) | -1 | -6
Cc1ccc(NC(=O)CSc2nccn2Cc2ccco2)c(C)c1 | 2 | 1
COC(=O)C1CCN(S(=O)(=O)c2cn(C)c(=O)n(C)c2=O)CC1 | 1 | -2
COc1ccc(C)cc1S(=O)(=O)N1CCN(Cc2ccccc2)CC1 | -20 | -1
COc1nc(-c2ccccc2)ccc1-c1noc(-c2cccs2)n1 | -28 | 5
C[C@@H](NC(=O)c1nc[nH]c1C(=O)N1CCN(C(=O)OC(C)(C)C)CC1)c1ccccc1 | 4 | 1

Reformatted: 2 of the compounds above
CSCCC(NS(=O)(=O)c1ccc2c(c1)OCCO2)C(=O)N(C)Cc1ccc(C)cc1 (stereo not given)
  H9c2 TAG inh: -1
  H9c2 TAG inh DAPI viability: -6

CCOc1ccc(C(=O)Nc2cc(Cl)ccc2-n2cncn2)cc1OC
  H9c2 TAG inh: 22
  H9c2 TAG inh DAPI viability: -7

Complete entries from above:
C[C@@H](NC(=O)c1nc[nH]c1C(=O)N1CCN(C(=O)OC(C)(C)C)CC1)c1ccccc1 across the screens: H9c2 TAG inh = 4; H9c2 TAG inh DAPI viability = 1
O=S(=O)(Nc1ccccc1)c1ccc(S(=O)(=O)N2CCCC2)cc1 across the screens: H9c2 TAG inh = 3; H9c2 TAG inh DAPI viability = -1

Continued.
Compound | H9c2 TAG inh | H9c2 TAG inh DAPI viability
COCCN(C(=O)c1ccccc1OC1CCN(S(C)(=O)=O)CC1)C(C)C | 1 | -9
Cc1nnc(SC(C)C(=O)NC2CCCCC2C)s1 (stereo not given) | 8 | 5
COc1ccccc1N=C1SC(C(=O)Nc2cccc(Cl)c2Cl)C(N)=C1C(N)=O (stereo not given) | 40 | -32
CC(C)NS(=O)(=O)c1ccc(CCC(=O)NCc2ccco2)cc1 | -8 | 13
COc1ccc(C=CC(C)=NNC(=O)c2ccncc2)cc1 | 4 | -8
Cc1nn(-c2ccccc2)c(C)c1C(=O)OCC(=O)Nc1ccccc1 | 8 | 0
COCCN(C(=O)COC(=O)c1ccc(Cl)s1)c1c(N)n(Cc2ccccc2)c(=O)[nH]c1=O | -3 | 7
O=C(Nc1ccccc1SCC1CSc2nc3ccccc3c(=O)n21)c1ccccc1 (stereo not given) | 3 | 5
COc1ccccc1C(O)c1ncc(-c2ccc(Cl)cc2)[nH]1 (stereo not given) | 6 | 1
Cc1ccc(CNC(=O)CCCn2c(=O)c3ccccc3n(CC(=O)NC3CCCC3)c2=O)cc1 | -1 | 0
CCOC(=O)CC(=O)CSc1nc2c(C)c(C)ccc2cc1C | -30 | 2
COC(=O)C=C1CCC2C3CCC4=CC(=O)CCC4(C)C3C(=O)CC12C (stereo not given) | -9 | 3

(continued)
Compound | H9c2 TAG inh | H9c2 TAG inh DAPI viability
O=C(COC(=O)c1ccc(F)cc1Cl)NC1CC1 | -1 | 33
O=C1CC(NS(=O)(=O)c2cccnc2)CN1c1ccc(F)cc1 (stereo not given) | 1 | -2
COc1ccc(S(=O)(=O)N2CCCC(C(=O)NCC3CCCO3)C2)cc1C (stereo not given) | 8 | 10
CN(C(=O)c1ccc(Cl)c([N+](=O)[O-])c1)C1(C)CCS(=O)(=O)C1 (stereo not given) | 3 | -6
NNC(=O)CSc1nnnn1-c1ccccc1 | 5 | -4
O=S1(=O)CCC(n2ncc3c2/C(=C/c2ccccc2)CC3)C1 (stereo not given) | -14 | 9
CC[n+]1c(/C=C/Nc2ccccc2)sc2ccccc21 | -55 | -4
CCNS(=O)(=O)c1ccc(OC)c(C(=O)NC2CCCCC2)c1 | 5 | 11
COc1cccc(CN2CCN(C3CSCCSC3)CC2CCO)c1 (stereo not given) | -5 | 14
COc1ccc(C(c2nnnn2CS(=O)(=O)c2ccc(C)cc2)N2CCN(c3ncccn3)CC2)cc1 (stereo not given) | 11 | -6
Cc1nnc(OCc2nc3ccccc3n2C)c2ccccc12 | -12 | -14
CN(C)S(=O)(=O)c1ccc(C(=O)NCC2(N3CCCCC3)CCCCC2)cc1 | 6 | 9

More entries
Compound | H9c2 TAG inh | H9c2 TAG inh DAPI viability
Cc1cccc(Cc2cnc(NC(=O)C3=NCCN3)s2)c1 | 5 | 5
CCc1cc2c(COC(=O)CCNS(=O)(=O)c3cccc(C(F)(F)F)c3)cc(=O)oc2cc1O | 2 | 40
COc1ccc(NC(=O)Nc2cnccn2)cc1 | 1 | 4
COc1ccc(Oc2c(OC)cc([N+](=O)[O-])c3ncccc23)cc1 | -10 | 3
CCn1c(-c2ccco2)nc2ccccc21 | -13 | -7
COc1cccc(CN2CCNC(=O)C2CC(=O)N(C)C2CCCCC2)c1OC (stereo not given) | -13 | 2
CCOC(=O)[C@H]1[C@H]2COc3cc(OC)ccc3[C@@H]2N2C(=O)N(c3cccc(F)c3)C(=O)[C@@]12C | -29 | -6
CCCc1c(O)nc(SCCN(CCC)CCC)[nH]c1=O | 1 | -2
COc1cccc(NC(=O)COC(=O)Cc2ccc(Cl)cc2)c1 | 10 | -4
Cc1cc(C)c(NC(=O)Cn2cnc3c(oc4ccccc43)c2=O)c(C)c1 | -1 | -1
Brc1ccc(-c2csc(N/N=C/c3cccnc3)n2)cc1 | 24 | 10
CC[C@@H]1C=C(C(=O)O)[C@H](c2ccc(Cl)c(Cl)c2)N1S(=O)(=O)c1ccc(C)cc1 | 2 | 11

(continued)
Under each structure: H9c2 TAG inh | H9c2 TAG inh DAPI viability
Cc1nc(SCC(=O)Nc2cc(C)on2)c2c(=O)n(C)c(=O)n(C)c2n1
→ -8 | -5
O=C(COC(=O)Cc1n[nH]c(=O)c2ccccc12)Nc1cccc(C(F)(F)F)c1
→ 3 | -8
COc1ccc(-c2oc3ccc(-c4ccc(OC)nc4)cc3c2-c2ccc(OC)cc2)cc1
→ -57 | 152
CSc1nc(-c2ccc(Cl)cc2)nn1C(=O)c1ccco1
→ 4 | -5
COC(=O)c1ccccc1Oc1ccc(NC(=O)C(C)(C)CCl)cc1
→ -6 | 4
N#Cc1cc2cc3c(cc2nc1N1CCCCC1)OCCO3
→ 19 | 8
CCNC(=O)C1Cc2ccccc2CN1S(=O)(=O)c1ccc(F)cc1 (stereo not given)
→ -5 | 0
CCNC(=O)N(C(=O)NCC)n1c(C)nnc1C
→ 7 | 9
COC(=O)CCC(=O)N1CCOCCOCCN(C(=O)CCC(=O)OC)CCOCCOCC1
→ 9 | -19
COc1ccc(S(=O)(=O)N2CCC3(CC2)CC(=O)c2ccccc2O3)cc1C
→ -12 | 0
Cc1ccc2[nH]c(=O)c(C(c3nnnn3Cc3ccccc3)N3CCc4ccccc43)cc2c1 (stereo not given)
→ -6 | -3
O=c1c2ccccc2nc2ccc(NCc3cccs3)nn12
→ 12 | -1
O=S(=O)(Nc1c(F)cccc1F)c1ccc(Cl)nc1
→ 3 | 3
CC(C)(C)C(=O)Nc1ccccc1C(=O)NCCCn1ccnc1
→ 0 | -10
COc1cccc2sc(/N=C/N(C)C)nc12
→ -7 | -7
CS(=O)(=O)N1CCN(C(=O)Cc2ccc([N+](=O)[O-])cc2)CC1
→ -6 | 5
O=S(=O)(NCc1c(Cl)cccc1Oc1ccccc1)c1ccccc1
→ -21 | -3
COc1ccc(C2=NCCn3c2c2ccc(C(F)(F)F)cc2[n+]3[O-])cc1
→ -3 | 1
CCc1cc(Br)ccc1NC(=S)NCCc1ccccc1
→ -10 | 7
COc1ccc(S(=O)(=O)N2CCN(C3CCN(Cc4ccccc4)CC3)CC2)cc1
→ -8 | 22

The results go on:
Under each structure: H9c2 TAG inh | H9c2 TAG inh DAPI viability
O=C(/C=C/c1ccc2c(c1)OCO2)NCc1ccncc1
→ 2 | 0
Cc1nc2ccc(C(=O)N/N=C/c3cc([N+](=O)[O-])ccc3O)cc2[nH]1
→ -4 | 5
COc1ccccc1NC(=O)C1CCCN(S(=O)(=O)c2ccc3[nH]c(=O)ccc3c2)C1 (stereo not given)
→ 6 | -5
O=C(O)c1ccccc1C(=O)NNc1ccc(Cl)cc1
→ -5 | -3
CC(C)CCNC(=O)C(=O)Nc1ccccc1
→ 0 | 2
COc1ccc(S(=O)(=O)N2CCCN(CC(=O)C(C)(C)C)CC2)cc1
→ -42 | 1
COc1cc(C=O)ccc1OC(=O)c1ccncc1
→ 14 | -11
N#Cc1c(-c2ccc(Cl)cc2)n(O)c2ccccc12
→ -36 | 6
CC(O)c1cccc(NC(=O)C2CCCCC2)c1 (stereo not given)
→ -3 | -1
Cc1[nH]nc(SCC(=O)N2CCC(C)CC2)c1[N+](=O)[O-]
→ -5 | 0
COc1ccc(NC(=O)CCN2C(=O)c3ccncc3C2=O)cc1OC
→ 4 | -9
O=S(=O)(c1ccc(Cl)cc1)N1CCCCCC1
→ -19 | 6
CCCn1c(N)c(C(=O)CSc2nc(N)cc(=O)[nH]2)c(=O)n(C)c1=O
→ 7 | 1
CCOC(=O)C1CCN(C(=O)CSc2ccc(Br)cc2)CC1
→ -1 | 0
C=CCn1c(N)c(C(=O)OCC(C)C)c2nc3ccccc3nc21
→ -22 | 29
O=c1c2ccccc2cnn1Cc1cccc(Br)c1
→ 6 | 0
Cc1c(Cl)cccc1N(CC(=O)NC(C)c1ccccc1)S(C)(=O)=O (stereo not given)
→ -8 | 11
COc1ccc(CCNC(=S)N2CCC(C(=O)c3ccc(F)cc3)CC2)cc1OC
→ 10 | 0
O=C(CC1(O)C(=O)Nc2ccccc21)c1ccc(-n2cccc2)cc1 (stereo not given)
→ 14 | -7
Cc1cccc(N2CCN(C(=O)c3oc4ccc(Br)cc4c3C)CC2)c1C
→ 3 | -28
COc1ccc(-c2ccc3[nH]c4c(c3c2)CCN2C(=O)[C@@H]([C@H](C)O)[C@@H](N(C)C(=O)Nc3cc(Cl)cc(Cl)c3)C[C@@H]42)cc1
→ 62* | -14*
